High-throughput results deposited in PubChem by NMMLSC.
Rab2A wt mod = changes GTP binding to wildtype dog Rab2A, up or down; P61105; GST-Rab2 wt beads, Bodipy-GTP binding, flow cytometry; GTP binding activity, % at 10 µM; 190,000 tested, 0.19% active; AID 760;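 active = GTP binding activity at least 20 points away from 100%, either lowered or raised; inconclusive = signal likely due to the compound's own green fluorescence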;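 note: 0% = beads with excess unlabeled GTP and 100% = no-compound control corrected for plate trend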
Bim-Bcl-XL = inhibitors of Bim-Bcl-XL interaction, human; inhibition, % at 10 µM; Bim peptide-Bcl-XL binding, bead flow cytometry, fluorescence; Q07817; 190,000 tested, 0.04% active
Target sequence (Q07817 whole entry, looked up): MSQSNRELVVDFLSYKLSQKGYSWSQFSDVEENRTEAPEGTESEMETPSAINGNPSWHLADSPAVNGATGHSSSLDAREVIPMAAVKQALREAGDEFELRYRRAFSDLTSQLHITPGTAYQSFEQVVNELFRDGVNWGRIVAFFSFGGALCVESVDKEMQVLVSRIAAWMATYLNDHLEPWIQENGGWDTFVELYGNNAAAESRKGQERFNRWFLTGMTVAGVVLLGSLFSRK
HRas wt GTP = changes GTP binding to wildtype human HRas. P01112. GST-Ras wt beads, Bodipy-FL-GTP binding, flow cytometry; actives lie on both sides. GTP binding activity, % at 10 µM. 190,000 tested, 0.14% active. AID 759;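 active = GTP binding activity at least 20% away from the 100% baseline, either lowered as inhibitor or raised as activator; inconclusive = flagged as likely green fluorescent, judged across all proteins in the well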;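 note: 0% = unlabeled GTP competition control and 100% = no-compound control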
Target sequence (P01112 whole entry, looked up): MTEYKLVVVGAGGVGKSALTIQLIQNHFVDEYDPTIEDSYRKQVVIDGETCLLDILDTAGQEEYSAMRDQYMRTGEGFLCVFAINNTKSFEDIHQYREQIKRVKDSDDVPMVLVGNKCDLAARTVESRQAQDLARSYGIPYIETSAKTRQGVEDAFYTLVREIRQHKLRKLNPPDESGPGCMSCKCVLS
Bim-Bcl-2 = human Bim-Bcl-2 interaction inhibition | P10415 | Bead-based flow cytometry, Bim peptide-Bcl-2 binding | inhibition, % at 10 µM | 190,000 tested, 0.06% active | AID 950; in the data active = inhibition above about 40%; inconclusive = no clear call, values can overlap the other calls;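 note: 0% = no compound wells with probe peptide and 100% = reference peptide inhibitor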
Target sequence (P10415 whole entry, looked up): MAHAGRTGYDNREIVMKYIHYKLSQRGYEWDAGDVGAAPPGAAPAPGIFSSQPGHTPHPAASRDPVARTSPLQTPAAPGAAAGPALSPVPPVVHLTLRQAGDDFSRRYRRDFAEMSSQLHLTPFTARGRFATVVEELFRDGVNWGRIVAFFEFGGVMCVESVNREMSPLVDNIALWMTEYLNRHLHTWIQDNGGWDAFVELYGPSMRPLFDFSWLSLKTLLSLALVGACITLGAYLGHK
Cdc42 wt = modulators (inhibitors or activators) of GTP binding to human Cdc42 wildtype; 190,000 tested, 0.2% active; AID 761; percent activity (GTP binding), % at 10 µM; GST-Cdc42 beads, Bodipy-GTP binding, flow cytometry; actives lie on both sides;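 active = percent activity GTP binding at least 20 points away from the 100% baseline, either down as inhibitor or up as activator; inconclusive = compound flagged as likely green fluorescent from well-wide comparison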;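 note: median bead fluorescence of bound Bodipy-FL-GTP at 100 nM; 0% = excess unlabeled GTP control and 100% = no compound control; below 100% means less GTP binding so inhibitor and above means activator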
Target sequence (P60953 whole entry, looked up): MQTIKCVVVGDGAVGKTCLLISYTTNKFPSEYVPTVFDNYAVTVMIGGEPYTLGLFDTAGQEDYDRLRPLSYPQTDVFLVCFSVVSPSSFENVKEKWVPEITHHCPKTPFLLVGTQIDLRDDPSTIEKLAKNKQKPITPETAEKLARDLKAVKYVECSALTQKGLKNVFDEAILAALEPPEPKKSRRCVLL
Rab7 wt GTP bind = alters GTP binding to wildtype dog Rab7 | GST-Rab7 beads, fluorescent GTP binding, flow cytometry; actives lie on both sides; untreated = 100%, excess cold GTP = 0% | GTP binding activity (percent of control), % at 10 µM | 190,000 tested, 0.055% active | AID 758;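 active = fluorescent GTP binding to Rab7 beads changed by at least 20 points from the 100% baseline, either direction, mostly lower; inconclusive = compound itself probably fluorescent, or too few beads counted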;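 note: median green fluorescence of bound Bodipy-FL-GTP per Rab7 bead population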
Rac1 act GTP bind = alters GTP binding to activated mutant human Rac1 | P63000 | GST-Rac1 activated beads, fluorescent GTP binding, flow cytometry; actives lie on both sides; 100% means binding = to untreated wells | percent activity (GTP binding), % at 10 µM | 190,000 tested, 0.11% active | AID 764;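 active = GTP binding at least 20 percentage points away from the 100% baseline, in either direction, so actives lie on both sides; inconclusive = Compound likely fluorescent itself, or too few beads counted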
Bcl-B Bim block = disrupts Bim peptide binding to human Bcl-B; inhibition, % at 10 µM; Q9HD36; 190,000 tested, 0.073% active; bead-based flow cytometry;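 note: 0% = tracer peptide without compound and 100% = reference inhibitor peptide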
Rac1 wt GTP bind = modulators of human Rac1 wildtype GTP binding; P63000; 190,000 tested, 0.27% active; GTP binding activity (% of control), % at 10 µM; GST-Rac1 beads, fluorescent GTP binding, flow cytometry; actives lie on both sides; 0 = cold GTP competed, 100 = untreated; AID 757;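 active = GTP binding activity at least 20 points away from the 100% control level, either lower or higher; inconclusive = compound flagged as likely green fluorescent, judged across all proteins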
Bcl-W Bim block = inhibitors of Bim-Bcl-W interaction, human. bead-based flow cytometry, Bim peptide-Bcl-W binding. Q92843. inhibition, % at 10 µM. 190,000 tested, 0.02% active;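 note: 0% = bound tracer without compound and 100% = peptide blocker; higher means less fluorescent Bim peptide bound to Bcl-W beads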
Target sequence (Q92843 whole entry, looked up): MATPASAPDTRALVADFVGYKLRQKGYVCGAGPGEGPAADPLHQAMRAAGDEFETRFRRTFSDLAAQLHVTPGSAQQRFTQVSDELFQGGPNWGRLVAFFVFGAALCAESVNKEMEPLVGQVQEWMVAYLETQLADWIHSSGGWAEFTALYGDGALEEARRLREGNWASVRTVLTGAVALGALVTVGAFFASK
Bim-Bfl-1 = disrupts Bim binding to human Bfl-1; Q16548; Bead-based flow cytometry, Bim-Bfl-1 binding inhibition; inhibition, % at 10 µM; 190,000 tested, 0.12% active; AID 1008;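 note: 0% = wells without compound plus tracer and 100% = blocker peptide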
An asterisk follows results filed as active; u = inconclusive. Cut-off read from the data, not from the text of the source, unless noted: active = inhibition above about 40%.

SMILES	Rab2A wt mod	Bim-Bcl-XL	HRas wt GTP	Bim-Bcl-2	Cdc42 wt	Rab7 wt GTP bind	Rac1 act GTP bind	Bcl-B Bim block	Rac1 wt GTP bind	Bcl-W Bim block	Bim-Bfl-1
COc1ccc(-c2nc3ccccc3s2)cc1	97	0	94	0	92	104	96	-2	98	1	5
O=C(COc1cccnc1[N+](=O)[O-])NCc1ccco1	98	-1	99	-1	97	105	96	-4	98	0	-8
O=C(c1cc2cc([N+](=O)[O-])ccc2s1)N1CCOCC1	98	0	96	-2	95	93	98	-3	97	-1	-2
O=S(=O)(c1cc(Cl)ccc1Br)N1CCCCC1	99	-7	99	-2	98	99	100	-7	100	0	-7
CCC(=O)N1CCN(c2ccc(Cl)cc2NC(=O)Cc2ccccc2)CC1	97	-8	98	-10	99	99	99	-10	103	-1	-21
O=C(CSc1cccc[n+]1[O-])CSc1cccc[n+]1[O-]	97	0	99	1	96	97	98	0	100	2	-4
Cc1ccnc2c(N3C(=O)C4C5C=CC(C5)C4C3=O)cccc12 (stereo not given)	97	-1	99	0	102	97	96	-1	105	-1	-1
CCOC(=O)C1=C(N)OC2=C(C(=O)CC(C)(C)C2)C1c1ccoc1 (stereo not given)	105	-5	105	2	105	100	103	-3	104	-2	-3
COCC(C)n1c(C)cc(C(=O)COc2ccc(C)nc2[N+](=O)[O-])c1C (stereo not given)	97	-2	96	-4	96	96	96	-12	98	1	-5
O=C(CCC1CCCC1)c1c(O)c2ccccc2oc1=O	92	-3	94	-2	95	92	95	-5	102	-4	0
O=C(Nc1ccc2oc(-c3ccccc3F)nc2c1)c1ncn[nH]1	102	-8	101	0	104	97	100	-4	101	-5	0
COc1ccc(-n2c(C)nnc2SCC(=O)N2C(C)CCCC2C)cc1 (stereo not given)	101	-4	101	-7	100	99	99	-6	102	-3	-10
COc1ccc(N(CC(=O)Nc2ccc3c(c2)OCCO3)S(=O)(=O)c2cccnc2)cc1	98	-3	98	-11	98	97	97	-10	104	0	-12
COc1ccc(NC(=O)CSc2nnc(-c3cccs3)n2Cc2ccco2)cc1OC	98	-2	100	0	101	99	99	-5	103	1	-6
O=C(c1cncs1)N1CCCC(CNS(=O)(=O)c2cccs2)C1 (stereo not given)	98	-1	102	0	98	104	96	0	100	0	-2
COc1ccc(-n2nc(C(=O)c3cccs3)cc(-c3nc4ccccc4[nH]3)c2=N)cc1	92	-6	94	2	96	90	94	-22	97	-4	0
CN(C)c1ccccc1C(=O)N1CCCC(C(=O)c2ccc3ccccc3c2)C1 (stereo not given)	97	-1	97	-3	97	104	94	-4	98	0	-5
CCCC(=O)Nc1ccccc1NC(C)=O	98	-7	96	-3	98	101	97	-3	97	-5	-4
CC(=O)[C@@]1(O)CC[C@H]2[C@@H]3C[C@H](C)C4=CC(=O)C=C[C@]4(C)[C@@]3(F)[C@@H](O)C[C@@]21C	103	-2	102	0	101	98	100	1	100	-4	0
O=c1cc(CN2CCc3ccccc3C2)nc2sccn12	96	-5	92	-4	92	101	92	2	97	-4	4
COc1cc(C(=O)NNC(=O)Nc2ccc([N+](=O)[O-])cc2)cc(OC)c1OC	95	-5	97	-4	97	94	93	-4	99	0	-2
Cn1c2ccccc2c2cc(C(=O)OCC(=O)N3CC(=O)Nc4ccccc43)sc21	101	7	100	-7	97	100	96	-5	104	2	-8
Cc1cc(C)c(C2C(C#N)=C(N)Oc3n[nH]c(C)c32)cc1CN1CCOCC1 (stereo not given)	106	-11	105	-1	109	101	103	-2	106	-6	-2
CCN(CC)S(=O)(=O)c1cc([N+](=O)[O-])ccc1NNC(=O)Nc1ccccc1OC	98	-2	96	0	100	98	97	-7	102	0	2
COc1ccc(N2CCN(C(=O)CSc3nnnn3-c3ccc4c(c3)OCCO4)CC2)cc1	98	0	100	-7	103	99	100	-6	105	-1	-9
CC1(C)CC(=O)C(CC(=O)NC(=O)NCc2ccccc2)=C(O)C1	94	-7	97	9	97	98	96	-7	103	-5	-4
NCCCC(=O)N1c2ccccc2Sc2ccccc21	100	-4	100	-11	100	103	98	-8	101	-2	-11
COc1ccccc1NC(=O)c1ccccc1-c1nc(-c2ccccc2OC)no1	101	0	102	-3	101	103	100	-2	101	0	-1
CCOC(=O)N1CCN(C(=O)CCn2nc(-c3ccc(Cl)cc3)ccc2=O)CC1	95	2	96	-8	98	95	95	-10	96	0	-15
Cc1ccc(Nc2cc(C)nc3nc(C)nn23)c(C)c1	99	-6	99	-4	100	95	99	-4	105	-6	-3

Single records, as listed above:
Listed for `COc1cc(C(=O)NNC(=O)Nc2ccc([N+](=O)[O-])cc2)cc(OC)c1OC` = Rab2A wt mod = 95; Bim-Bcl-XL = -5; HRas wt GTP = 97; Bim-Bcl-2 = -4; Cdc42 wt = 97; Rab7 wt GTP bind = 94; Rac1 act GTP bind = 93; Bcl-B Bim block = -4; Rac1 wt GTP bind = 99; Bcl-W Bim block = 0; Bim-Bfl-1 = -2
Listed for `COc1ccccc1NC(=O)c1ccccc1-c1nc(-c2ccccc2OC)no1` = Rab2A wt mod = 101; Bim-Bcl-XL = 0; HRas wt GTP = 102; Bim-Bcl-2 = -3; Cdc42 wt = 101; Rab7 wt GTP bind = 103; Rac1 act GTP bind = 100; Bcl-B Bim block = -2; Rac1 wt GTP bind = 101; Bcl-W Bim block = 0; Bim-Bfl-1 = -1

(continued)
SMILES	Rab2A wt mod	Bim-Bcl-XL	HRas wt GTP	Bim-Bcl-2	Cdc42 wt	Rab7 wt GTP bind	Rac1 act GTP bind	Bcl-B Bim block	Rac1 wt GTP bind	Bcl-W Bim block	Bim-Bfl-1
COc1nccc(Nc2ccccc2)c1C#N	97	-1	97	0	98	98	95	-2	97	5	-5
Cc1ccccc1NC(=O)c1oc(=O)c2ccccc2c1-c1ccccc1	101	0	101	1	98	101	102	1	100	1	-1
CCc1ccc(-c2cc(C(F)(F)F)n3nc(C(=O)Nc4cnn(Cc5ccc(C)cc5)c4)cc3n2)s1	100	-8	101	4	107	103	99	1	108	9	-2
CSCCC(NC(=O)c1ccccc1)C(=O)OCC(=O)c1ccc[nH]1 (stereo not given)	102	-3	102	0	101	104	100	-3	100	-2	-1
O=C(COC(=O)c1ccccc1)NCc1cccs1	97	0	99	1	96	96	99	0	100	-2	-2
NNc1ccc2c(C(F)(F)F)cc(C(F)(F)F)nc2n1	96	0	97	-3	96	98	96	-5	96	0	-2
COCCCNC(=O)/C=C/c1cccc(Cl)c1	95	0	97	-4	98	95	96	-1	98	-1	-1
Cc1[nH]c(-c2ccco2)nc1C(=O)O	102	0	102	0	100	102	97	0	100	-2	-2
Cc1sc(NC(=O)c2cc3ccccc3oc2=O)c(C(=O)OC(C)C)c1-c1ccccc1	106	-1	107	0	108	102	102	1	105	-1	0
Cc1cccc(N2C(=O)CC(N3CCN(c4ccccn4)CC3)C2=O)c1 (stereo not given)	92	0	93	-5	94	96	92	-2	91	-1	-5
CCOc1ccc(NC(=O)CSc2nnc(C3CC3)n2C)cc1	99	0	97	0	98	100	95	1	100	2	-4
Fc1ccccc1NC(=S)Nc1cccnc1	101	-4	101	-1	97	104	97	-4	98	-1	-6
O=C(COC(=O)c1n[nH]c(=O)c2ccccc12)c1ccc(Br)cc1	93	-4	95	2	94	97	94	-4	96	-6	-9
CCS(=O)(=O)Nc1ccc(C(=O)CC2(O)C(=O)Nc3ccccc32)cc1 (stereo not given)	100	2	101	-9	104	99	101	-4	106	-1	-9
CC1CCN(C(=O)Cn2cc(C(=O)C3CC3)c3ccccc32)CC1	101	-23	99	-24	100	100	97	-19	103	-2	-7
COCCCNC(=O)c1ccc(Cn2c(=O)c3ccccc3n(CC(=O)NCCc3ccc(OC)c(OC)c3)c2=O)cc1	97	-5	100	2	96	104	95	-4	99	0	-3
O=C(Nc1cc(Cl)c(O)c(Cl)c1)C1CCCO1 (stereo not given)	u	-5	u	-6	u	u	u	-8	u	3	-14
Nc1c(-c2cccs2)cnn1-c1nc(-c2ccc(F)cc2)cs1	93	-3	93	0	92	93	96	-1	96	0	-4
CC(=O)c1ccc(NC(=O)COC(=O)CCC(=O)c2cccs2)cc1	99	-12	99	-12	99	100	99	-11	103	-6	-21
Cc1nc(C)c(C(=O)N/N=C/c2c[nH]c3ccccc23)s1	100	-5	104	-13	103	103	101	-12	111	2	-16
Cc1ccc(/C=N/OC(=O)c2nn(C)cc2Cl)cc1	98	-2	96	-3	100	98	94	2	100	-2	-5
Nc1nc(CSc2nnnn2-c2ccccc2)nc(N2CCCc3ccccc32)n1	99	-7	98	-8	98	103	95	-8	98	-5	-7
Cc1cccc(-n2c(C)nc3c(cnn3-c3ccc(F)cc3)c2=O)c1	103	1	101	0	104	100	94	0	97	2	0
COc1ccc(CN(CCO)CCO)cc1[N+](=O)[O-]	99	-6	100	-7	106	104	100	-7	107	-4	-15
O=C(CCC1CCCCC1)NNC(=O)c1cnccn1	98	-1	98	0	99	100	98	2	96	0	0
COc1ccc(Cl)cc1NC(=O)c1cccnc1	98	1	99	-7	101	99	96	-9	98	2	-9
COc1ccccc1NC(=O)C1=C(C)NC2=C(C(=O)CC(c3ccc(OC)c(OC)c3)C2)C1c1coc2ccccc2c1=O (stereo not given)	97	-5	95	0	98	97	95	-8	98	-1	1
CCOc1cccc(OCCCCn2cnc3ccccc3c2=O)c1	95	-3	92	0	100	97	93	-3	97	0	-6
O=C(O)c1cc2sccc2s1	93	-1	95	0	97	92	95	-1	97	2	-7
Cc1cccc2cc(/C=C3\N=C(c4ccccc4)OC3=O)c(N3CCOCC3)nc12	100	-6	98	-8	98	103	96	-14	100	1	-9
COc1ccccc1-c1nnc(SCc2nc3ccccc3[nH]2)n1C	95	1	94	-9	95	93	93	-8	90	-2	-11
O=C1CSC(=Nc2ccccc2Cl)N1	96	-5	97	-4	100	102	98	-6	100	-1	-6
Cc1cc(C)c(NC(=O)C(C)(C)C)c(Cl)c1	98	0	100	-5	101	98	100	-6	102	0	-9
O=c1cc(C(F)(F)F)[nH]c2c(C(F)(F)F)cccc12	96	-3	96	0	97	90	96	-1	98	0	0
COc1cc2[nH]c(=O)n(CCCCCC(=O)NCCCN3CCOCC3)c(=O)c2cc1OC	99	-1	99	2	100	101	98	3	101	-1	-1
Clc1ccc(-c2n[nH]c3c2CCCC3)cc1	96	-4	96	-3	95	97	94	-5	99	-2	-7
Cc1nnc2sc(-c3csc4c3CCCC4)nn12	96	6	100	-3	105	99	96	-9	105	-2	-5
CCc1c(C(=O)NNC(=S)NC2CCCCC2)csc1C	95	-2	96	-3	96	96	94	-16	99	0	0
COc1ccc(CCNC(=O)C2CCN(C(=O)N(C)C)CC2)cc1OC	104	-9	102	-14	105	99	100	-7	102	-3	-13
COc1ccc(-c2nc(-c3ccccc3)c(-c3cc([N+](=O)[O-])ccc3C)[nH]2)cc1OC	95	0	96	3	95	94	95	3	98	3	6
COc1ccccc1NC(=O)N1CCc2[nH]c3ccc(F)cc3c2C1	98	3	97	0	101	96	98	-4	104	-2	-1
